NPR2 activator – GC-B (human) receptor activation. 370,000 compounds, 0.11% hits. HEK293-GC-B cells, CNP EC30, cGMP TR-FRET; 0% at EC30 CNP, 100% saturating CNP. AID 1920062. P20594. activation, % at 10 µM;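 active means activation at 10 µM reaching about 35% in either raw or pattern-adjusted values, limit read from the data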
hcDAF12 agonist – H. contortus DAF-12 activation, primary screen. HEK293 hcDAF-12 lit1-tk-luc reporter, luminescence; 0% DMSO, 100% Δ7-dafachronic acid. activation, % at 6.8 µM. 370,000 compounds, 1.4% hits. AID 652067;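 active means activation above the mean of all tested compounds plus 3 SD, cut at about 5.5% in these data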;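 further: 100% = response to 3 µM Δ7-dafachronic acid high control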
SMARCA2 act – increases SMARCA2 function in MMTV reporter cells. MG213 cells, MMTV-luciferase reporter, dexamethasone, overnight. activation, % at 9.1 µM. 370,000 compounds, 1% hits; in the data active means activation above about 7.8%;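 further: 0% = vehicle wells and 100% = reference activator wells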
sPLA2-III inh – Blocks human group III sPLA2 activity; QFRET BODIPY PC-A2 liposome hydrolysis, fluorescence; inhibition, % at 12.2 µM; AID 743126; 370,000 compounds, 0.56% hits; Q9NZ20;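 active means inhibition above mean plus 3 SD of compounds lying within the high and low control bounds, cut at about 19% in these data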;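 further: 0% = median of test compound wells and 100% = no enzyme DMSO wells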
hgDAF12 agonist – hgDAF-12 agonism, primary luciferase screen | AID 687014 | activation, % at 6.8 µM | HEK293 GAL4-hgDAF12 UAS-luciferase reporter, agonist luminescence; normalized to butyrate control | 370,000 compounds, 1.8% hits;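 active means activation above a cutoff set at the mean of all screened compounds plus 3 SD, cut at about 10% in these data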;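 further: 0% = DMSO wells and 100% = sodium butyrate wells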
NPR1 activator – GC-A (human) enzyme activation. P16066. HEK293 GC-A cells, cGMP TR-FRET, EC30 ANP; 0% at EC30 ANP, 100% saturating ANP. activation, % at 10 µM. 370,000 compounds, 0.14% hits; in the data active means activation above about 40%
Target sequence (P16066 whole entry, looked up): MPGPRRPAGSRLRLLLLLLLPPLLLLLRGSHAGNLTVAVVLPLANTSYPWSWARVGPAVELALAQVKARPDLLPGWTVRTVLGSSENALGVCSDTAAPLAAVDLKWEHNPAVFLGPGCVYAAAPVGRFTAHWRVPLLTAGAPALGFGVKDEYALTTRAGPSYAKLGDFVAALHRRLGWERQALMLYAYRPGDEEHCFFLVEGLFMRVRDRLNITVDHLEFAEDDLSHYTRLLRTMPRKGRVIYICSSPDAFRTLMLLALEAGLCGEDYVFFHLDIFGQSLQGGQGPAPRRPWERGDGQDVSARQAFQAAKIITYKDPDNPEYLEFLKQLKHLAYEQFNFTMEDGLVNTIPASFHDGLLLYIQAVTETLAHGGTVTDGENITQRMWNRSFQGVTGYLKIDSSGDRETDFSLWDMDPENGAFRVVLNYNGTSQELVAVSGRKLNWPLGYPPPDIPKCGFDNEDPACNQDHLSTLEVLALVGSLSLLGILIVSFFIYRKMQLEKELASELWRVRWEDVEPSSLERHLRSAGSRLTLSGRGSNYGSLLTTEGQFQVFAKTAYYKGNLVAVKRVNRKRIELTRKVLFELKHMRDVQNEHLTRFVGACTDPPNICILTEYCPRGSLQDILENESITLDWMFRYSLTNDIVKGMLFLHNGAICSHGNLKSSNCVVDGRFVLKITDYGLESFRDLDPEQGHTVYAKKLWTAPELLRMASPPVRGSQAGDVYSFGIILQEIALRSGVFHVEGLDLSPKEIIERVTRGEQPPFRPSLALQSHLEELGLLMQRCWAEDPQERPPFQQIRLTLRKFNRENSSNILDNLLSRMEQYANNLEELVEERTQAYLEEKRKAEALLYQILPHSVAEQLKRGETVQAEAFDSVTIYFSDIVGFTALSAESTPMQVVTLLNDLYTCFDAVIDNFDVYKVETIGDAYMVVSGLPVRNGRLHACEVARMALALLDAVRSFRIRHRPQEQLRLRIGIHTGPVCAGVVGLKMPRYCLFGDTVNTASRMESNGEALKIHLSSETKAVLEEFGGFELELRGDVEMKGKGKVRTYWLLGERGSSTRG
DAX1 inh-1 – inhibitors of DAX1 repression of SF-1 activated StAR promoter; HEK293T StAR-luciferase reporter, SF-1/DAX-1 repression relief; inhibition, % at 6.8 µM; 370,000 compounds, 1.1% hits; AID 652010;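 active means inhibition above the mean over all tested compounds plus 3 SD, cut at about 3.6% in these data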;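 further: 0% = DAX-1 cells with DMSO and 100% = cells lacking DAX-1 with DMSO; higher inhibition means more luminescence from relief of DAX-1 repression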
ssDAF12 agonist – activates DAF-12 receptor from parasite S. stercoralis; activation, % at 6.8 µM; HEK293 ssDAF-12/GRIP1 lit1-tk-luc reporter, luminescence; % of 3 µM dafachronic acid response; 370,000 compounds, 1% hits;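 active means activation above the mean over all tested compounds plus 3 SD, cut at about 0.9% in these data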;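 further: 0% = DMSO-only wells and 100% = 3 µM delta7-dafachronic acid wells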
GAA850 FXN act – frataxin GAA850 promoter activation; activation, % at 6 µM; HEK293 lucGAA850 FXN promoter luciferase reporter, 24 h; percent of 10 µM SAHA response; 360,000 compounds, 0.56% hits; AID 540364;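 active means activation above the average of all compounds screened plus 3 SD, cutoff fixed separately per campaign, cut at about 7.5% in these data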;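 further: 0% = DMSO wells and 100% = 10 µM SAHA wells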
ADAM10 inh – ADAM10 inhibition, QFRET primary screen; recombinant ADAM10, EDANS/DABCYL FRET peptide cleavage, 3 h; inhibition, % at 7 µM; 370,000 compounds, 0.62% hits; AID 720582;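 active means inhibition above a per-campaign cutoff equal to the mean of compounds falling between control-based bounds plus 3 SD, cut at about 20% in these data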;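 further: 0% = DMSO wells while the 100% control is not disclosed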
DAX1 inh-2 – NR0B1 (DAX1) inhibition; P51843; HEK293 Gal4-DAX1 luciferase reporter, luminescence; inhibition, % at 6.75 µM; 340,000 compounds, 0.99% hits; AID 504766;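 active means inhibition above the mean over all tested compounds plus 3 SD, cut at about 4.2% in these data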;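 further: 0% = DAX1-transfected cells with DMSO and 100% = empty-vector control cells with DMSO; inhibition shows as a rise in luminescence from relieved DAX1 repression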
The depositor's hits bear a star; i = inactive; nt = not tested or not shown.

SMILES | NPR2 activator | hcDAF12 agonist | SMARCA2 act | sPLA2-III inh | hgDAF12 agonist | NPR1 activator | DAX1 inh-1 | ssDAF12 agonist | GAA850 FXN act | ADAM10 inh | DAX1 inh-2
CN(CCc1ccccn1)C1CC(=O)N(c2ccc(Cl)cc2)C1=O (centres undefined) | nt | -1.2 | 0 | 1 | 1.1 | nt | 0.1 | -1.1 | 0.3 | 9 | -0.4
CCOC(=O)C(C)Oc1cccc2c(=O)n(CC(=O)N3CCCc4ccccc43)ccc12 (centres undefined) | 2 | 2.8 | -3 | 5 | 0.9 | -1 | 0.0 | -0.2 | 0.3 | -12 | 0.1
COc1ccccc1C(=O)NC(C)c1nc2ccccc2[nH]1 (centres undefined) | -1 | -2.7 | -1 | -1 | -0.7 | 1 | -0.2 | -1.2 | -0.6 | 4 | -0.9
COC(=O)c1ccc(CSc2nnc3c(n2)[nH]c2ccccc23)cc1 | 1 | -0.9 | -2 | 3 | -0.9 | 3 | -0.9 | -1.2 | -0.5 | -1 | -0.5
CCC/C(=N\NC(=O)c1ccc(CSc2nncn2C)cc1)c1ccccc1 | -4 | 1.2 | 0 | 1 | 4.5 | 1 | 0.5 | -1.2 | 0.8 | -4 | 0.5
Cn1cnnc1SCC(=O)Nc1ccc2c(c1)CCC2 | 4 | -1.5 | 2 | 0 | 2.3 | 1 | 0.5 | 0.1 | 6.4 | -6 | 1.7
C=CCN(CC=C)S(=O)(=O)c1ccc2nsnc2c1 | 1 | -2.2 | -2 | 1 | -0.9 | 0 | -0.1 | -1.4 | 3.0 | 1 | 1.1
CCC(=O)N1CCN=C1SCc1cccc(F)c1 | 2 | 2.3 | -2 | 5 | -2.2 | 5 | -1.8 | -0.8 | 3.1 | 0 | 0.7
CCc1nc2ccc(C(=O)NCCN3CCNC3=O)cn2c1N(CC)CCOC | -1 | -0.4 | -3 | 4 | -2.2 | 0 | -0.3 | -0.8 | 0.1 | -7 | nt
C=CCSc1nnc(-c2ccncc2)n1-c1ccc(OCC)cc1 | 0 | 0.7 | 3 | -5 | 1.4 | -1 | -0.4 | -1.1 | 2.0 | 4 | 1.6
N=c1sccn1CC(=O)Nc1ccccc1Sc1ccccc1 | -4 | 0.9 | 2 | 4 | -1.2 | -6 | -0.6 | -1.2 | 1.4 | -7 | -0.8
Cc1ccc(NC(=O)/C(C#N)=C/c2ccc(Sc3nc(C)cc(C)n3)o2)cc1 | -2 | -1.7 | 0 | 1 | 1.6 | 2 | -0.3 | -0.5 | 1.6 | -4 | 0.7
O=C(C1CCC(CNc2nc(=S)[nH]c3ccccc23)CC1)N1CCN(c2ccccn2)CC1 (centres undefined) | 1 | -1.4 | -3 | 2 | -0.5 | 2 | -1.2 | -1.2 | -0.6 | 0 | -1.5
OC(C#CCN1CCCCCC1)(c1ccccc1)c1cccnc1 (centres undefined) | 2 | -1.8 | -4 | -3 | -0.7 | -5 | -0.2 | -1.6 | -0.9 | 1 | 0.4
[O-]c1n[n+](-c2ccc(Cl)cc2Cl)cc2ccccc12 | 0 | -0.7 | -4 | -4 | -1.2 | 1 | -0.3 | -1.0 | 1.4 | -8 | 4.4*
COC(=O)c1ccc(NC(=O)COC(=O)c2cccc3c(=O)c(C)c(-c4ccccc4)oc23)cc1 | -1 | -1.4 | 0 | 1 | 0.7 | -5 | -0.5 | -0.8 | 4.6 | -3 | 0.3
CCOc1cc(Br)cc(C(c2c(C(=O)O)[nH]c3ccccc23)c2c(C(=O)O)[nH]c3ccccc23)c1O | -1 | 4.9 | 0 | -184 | 2.4 | 0 | 0.4 | -0.9 | 1.1 | -3 | -0.8
O=C1OCc2cc(NC(=O)C3CCCCC3)ccc21 | -3 | 1.1 | 4 | 1 | 1.7 | 1 | -0.7 | -1.4 | 0.7 | -2 | 1.4
COc1ccc(C(C(=O)NC2CCCC2)N(CCN(C)C)C(=O)c2snc(C(N)=O)c2N)cc1 (centres undefined) | -30 | -0.3 | 1 | 1 | 2.8 | -15 | 0.1 | -0.8 | 4.1 | -110 | 0.7
CCOC(=O)N1C(=O)[C@@](c2ccc(Cl)cc2)(C(C)C)N1C(=O)OCC | -16 | -0.7 | -1 | 4 | -1.9 | -15 | -1.0 | -1.5 | -0.4 | 2 | 0.2
O=C(Oc1ccc2ccccc2c1Cl)N1CCCCCC1 | 1 | 0.8 | 9.3* | -7 | 5.7 | 0 | 4.1* | -0.4 | 1.0 | -2 | 0.6
Cc1coc2c1c(C)cc1oc(=O)c(CC(=O)N[C@@H](CC(C)C)C(=O)O)c(C)c12 | 4 | -0.3 | 0 | -6 | -2.1 | 1 | 0.6 | -2.0 | 1.9 | i | -0.8
CCOC(=O)c1nc2nc(-c3cccs3)cc(C(F)(F)F)n2n1 | -2 | -0.2 | 0 | 4 | 0.3 | 9 | 0.5 | -0.4 | 1.2 | i | 0.1
O=C(CSC1=NNC(c2ccccn2)S1)Nc1ccccc1 (centres undefined) | 6 | 3.4 | 3 | 1 | 2.2 | 1 | -0.5 | -0.3 | 7.0 | 2 | -0.8
Cc1ccc(CCC(=O)Nc2ncc(Cc3cc(Cl)ccc3Cl)s2)o1 | 4 | -2.0 | -1 | -9 | -0.4 | -2 | -1.2 | -1.2 | 6.8 | 6 | -1.5
COc1cc(CN2CCC(C(=O)NC3CCCC3)CC2)cc(Br)c1O | 0 | -0.3 | 3 | 2 | 1.9 | -2 | -0.4 | -0.1 | -0.6 | 11 | 1.0
CN(CCOc1ccc(Br)cc1)CC(O)COc1ccc(C#N)cc1 (centres undefined) | -8 | 0.5 | -4 | 3 | -2.8 | -8 | -0.9 | -1.3 | -0.7 | 11 | -0.8
O=C(CN1C(=O)c2cccc3cccc1c23)N1CCN(c2ccccc2)CC1 | -6 | -0.5 | -2 | 1 | -0.4 | -1 | -0.2 | -0.9 | 0.0 | -4 | -0.2
Cc1cccc(Cn2c(SCCN3CCOCC3)nc3c2c(=O)n(C)c(=O)n3C)c1 | 2 | 0.2 | 0 | -2 | 2.2 | 1 | -0.7 | -0.9 | 1.5 | 1 | -0.8
CN(C(=O)CCS(=O)(=O)c1cc2c(cc1Cl)NC(=O)CO2)C1CCCCC1 | -7 | 0.3 | -4 | 12 | -2.9 | 4 | 0.3 | 0.4 | -1.0 | -1 | -0.8
CC(C)(C)c1ccc(-n2ncc3c2CCCC3NC(=O)CN2CCCCC2=O)cc1 (centres undefined) | 1 | -2.8 | -5 | -3 | -4.2 | 2 | -6.5 | -1.8 | 1.2 | 12 | -3.2
CCn1c(SCC(=O)N/N=C/c2c[nH]c3ccccc23)nnc1-c1ccc(C)cc1 | 1 | -0.8 | -3 | -9 | 3.9 | -6 | -1.7 | -1.7 | 1.2 | -2 | -1.0
CN(C)c1ccc(C=C2C(=O)OC3(CCCC3)OC2=O)cc1 | 7 | -1.1 | 3 | -1 | 11* | 12 | -0.4 | -1.4 | -1.3 | -8 | -0.7
CC(=O)N1CCN(C(C(=O)Nc2c(C)cccc2C)c2ccccc2OC(F)(F)F)CC1 (centres undefined) | 1 | 1.4 | -2 | 3 | -2.6 | 4 | 3.0 | -1.4 | nt | -12 | nt
CC(=O)N1CCN(C(=O)c2ccc(C)c(S(=O)(=O)N3CCCCC3)c2)CC1 | -7 | -0.1 | 3 | -3 | 1.4 | -2 | 1.1 | -1.2 | -0.6 | -3 | -0.9
CCc1nc(NCC(C)C)c(C#N)c2c1COC(C)(C)C2 | -5 | 0.7 | -1 | -2 | -0.2 | 4 | -0.3 | -1.0 | -0.9 | -17 | 1.4
c1ccc2c(C(c3nnnn3-c3ccc4c(c3)OCCO4)N3CCCC3)ccnc2c1 (centres undefined) | 7 | -3.2 | -2 | 3 | -1.1 | -3 | -0.2 | -0.7 | nt | -10 | nt
N#CCCn1cnc2ccccc21 | -2 | -1.2 | -1 | 8 | -1.4 | 1 | -0.2 | -1.4 | -0.6 | -4 | 1.5
Cc1ccnc(NS(=O)(=O)c2ccc(NC(=O)CCS(=O)(=O)c3ccccc3)cc2)n1 | 2 | 1.5 | 0 | 1 | -3.7 | -1 | 0.2 | -0.5 | -1.3 | -8 | -0.5
Nc1ncnc(Nc2ccc(F)cc2)n1 | 1 | -1.6 | 0 | -2 | 0.1 | 1 | 0.5 | -1.6 | 1.1 | -7 | -0.5
CC(C)(C)NC(=O)C(c1cccs1)N(C(=O)c1csnn1)c1ccccc1F (centres undefined) | -2 | -1.0 | 1 | -2 | -0.7 | 2 | 0.9 | -1.2 | 1.0 | 1 | 0.7
COCCN1CCN(Cc2cn[nH]c2-c2cc3ccccc3o2)CC1 | -9 | 1.5 | 0 | -2 | 0.3 | 2 | -0.2 | -1.6 | 3.9 | -3 | -0.3
O=C(CCC(=O)c1cccs1)OCC(=O)N1CCN(S(=O)(=O)c2ccccc2)CC1 | 1 | -0.2 | -10 | 6 | 0.9 | 4 | -0.2 | -0.7 | -0.8 | -2 | 1.7
O=C(COc1ccccc1Cl)NCCCNC(=O)c1ccccn1 | -7 | 0.6 | -1 | 1 | -0.9 | -4 | 0.0 | -1.7 | 0.7 | 4 | -0.6
CCc1ccc2[nH]c(=O)c(CN(Cc3ccccc3)C(=O)Nc3ccccc3OC)cc2c1 | -3 | -1.1 | 2 | -8 | 1.5 | 11 | -0.4 | -1.4 | -5.1 | 8 | 0.1
CCCn1c(NC(=O)CCNC(=O)c2ccccc2Cl)nc2ccccc21 | 5 | -1.8 | -3 | -2 | 0.1 | -4 | -3.1 | -1.9 | 1.7 | -10 | -0.4
COc1ccc(N2CCN(S(=O)(=O)c3cn(C)c(=O)n(C)c3=O)CC2)cc1 | 4 | -2.2 | -4 | 11 | 0.0 | 2 | 0.4 | -0.7 | 0.2 | 2 | 0.0

Quoted at random: 4 compounds from above, in no set order.
SMILES | NPR2 activator | hcDAF12 agonist | SMARCA2 act | sPLA2-III inh | hgDAF12 agonist | NPR1 activator | DAX1 inh-1 | ssDAF12 agonist | GAA850 FXN act | ADAM10 inh | DAX1 inh-2
CC(C)(C)NC(=O)C(c1cccs1)N(C(=O)c1csnn1)c1ccccc1F (centres undefined) | -2 | -1.0 | 1 | -2 | -0.7 | 2 | 0.9 | -1.2 | 1.0 | 1 | 0.7
COCCN1CCN(Cc2cn[nH]c2-c2cc3ccccc3o2)CC1 | -9 | 1.5 | 0 | -2 | 0.3 | 2 | -0.2 | -1.6 | 3.9 | -3 | -0.3
CCc1ccc2[nH]c(=O)c(CN(Cc3ccccc3)C(=O)Nc3ccccc3OC)cc2c1 | -3 | -1.1 | 2 | -8 | 1.5 | 11 | -0.4 | -1.4 | -5.1 | 8 | 0.1
O=C(CCC(=O)c1cccs1)OCC(=O)N1CCN(S(=O)(=O)c2ccccc2)CC1 | 1 | -0.2 | -10 | 6 | 0.9 | 4 | -0.2 | -0.7 | -0.8 | -2 | 1.7

Screening results deposited in PubChem BioAssay by several laboratories.
